Screening data (PubChem BioAssay)
RORgamma inh: qHTS for inhibitors of ROR gamma transcriptional activity; Drosophila S2 Gal4-RORgamma UAS-luciferase reporter, 20 h; Potency, µM (series often up to 53.6 µM), for the others: at the highest dose activity change, negative = inhibition, hits mostly inhibitors; actives 5.4% (n = 310,000); note: % is set by controls: 0 for no effect and ±100 for the full control effect; nearly all actives have a fitted effect of over 60% in size
Target sequence (P51450 whole entry, looked up, the tested form may be a part): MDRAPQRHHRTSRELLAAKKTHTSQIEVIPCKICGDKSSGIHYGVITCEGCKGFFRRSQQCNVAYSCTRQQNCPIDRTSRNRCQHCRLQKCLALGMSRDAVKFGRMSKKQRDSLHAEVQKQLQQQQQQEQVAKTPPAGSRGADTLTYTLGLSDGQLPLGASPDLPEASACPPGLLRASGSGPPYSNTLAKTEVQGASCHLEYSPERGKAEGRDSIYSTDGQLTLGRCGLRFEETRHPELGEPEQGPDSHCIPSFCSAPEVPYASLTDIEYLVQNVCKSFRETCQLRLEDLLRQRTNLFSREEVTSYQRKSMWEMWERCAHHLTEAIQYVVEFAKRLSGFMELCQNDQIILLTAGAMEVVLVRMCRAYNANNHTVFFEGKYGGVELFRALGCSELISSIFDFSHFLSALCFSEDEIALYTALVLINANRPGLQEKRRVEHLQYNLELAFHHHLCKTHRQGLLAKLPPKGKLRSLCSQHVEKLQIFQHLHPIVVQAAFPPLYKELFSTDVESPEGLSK
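Compounds are pin-transferred onto Drosophila Schneider cells expressing a copper-inducible Gal4–ROR gamma transactivation domain fusion. After 1 hr, copper sulfate is added to 700 uM final; luciferase is read 20 hr later.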
BRCA1 expr act: qHTS Assay to Identify Small Molecule Activators of BRCA1 Expression | actives 1.1% (n = 380,000) | MCF7-BRCA1-FFLuc reporter, luminescence, 48 h; response scale: scaled: vehicle 0%, 10 µM genistein 100% | Potency, µM (titrated, usually from 46.1 µM), for the others: at the top dose activation, most hits filed as activators | AID 624202, 2012; note: nearly all actives have a fitted effect of over 80% in size; some results filed as inactive show a strong effect at the top dose
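Quantitative HTS in MCF7 cells stably reporting BRCA1 expression via firefly luciferase. Compound treatment lasts 48 h at 37 °C in phenol-red free MEM. Activation is expressed relative to genistein at 10 microM and DMSO.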
ELG1 genotoxic: qHTS screen for small molecules that induce genotoxicity in human embryonic kidney (HEK293T) cells expressing luciferase-tagged ELG1; actives 1.3% (n = 330,000); Potency, µM (top dose mostly 46 µM), inactives show top-dose activity change, positive = activation, actives largely listed as activators; HEK293T ELG1-luciferase reporter, luminescence, 16 h; note: % of control where 0% means no effect; nearly all actives have a fitted effect of over 60% in size
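Quantitative HTS format in 1536-well plates. HEK293T ELG1-luciferase reporter cells receive test compound and are incubated 16 hr at 37 °C, 5% CO2; ONE-Glo added, 30 min room temperature, then luminescence read.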
NPC1 promoter act: qHTS Assay for NPC1 Promoter Activators. Huh7 NPC1 promoter luciferase reporter, 24 h. Potency, µM (doses to about 9.22 µM), for inactives: at the highest dose activation, most hits filed as activators. actives 2.4% (n = 320,000);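 note: % of control where 0% means no effect; nearly all actives have a fitted effect of over 60% in size; reporter is driven by a mutant NPC1 promoter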
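Luminescence read-out of NPC1 promoter-driven luciferase in stably transfected Huh7 cells; compounds delivered in DMSO and left 24 h at 37C, 5% CO2, qHTS titration format.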
MBNL1 CUG block: qHTS Assay for Inhibitors of MBNL1-poly(CUG) RNA binding | Muscleblind-like protein 1 (Homo sapiens), Q9NR56 | TR-FRET MBNL1-His/biotin-(CUG)12 binding, 665/545 ratio | Potency, µM (highest dose often 57.5 µM), for the others: at the highest dose activity change, negative = inhibition, usual class: inhibitors | actives 0.036% (n = 280,000); active = well fitted inhibition curve with a large enough effect in the signal ratio, with a control signal flat, not every such curve was filed as active; inconclusive = small, poorly fitted or top-dose-only effect, or effect the other way, or a change in a side signal; inactive = no such curve, though single readings can be large or run the other way; the % refers to the signal ratio; note: % is set by controls: 0 for no effect and ±100 for the full control effect
Target sequence (Q9NR56 whole entry, looked up): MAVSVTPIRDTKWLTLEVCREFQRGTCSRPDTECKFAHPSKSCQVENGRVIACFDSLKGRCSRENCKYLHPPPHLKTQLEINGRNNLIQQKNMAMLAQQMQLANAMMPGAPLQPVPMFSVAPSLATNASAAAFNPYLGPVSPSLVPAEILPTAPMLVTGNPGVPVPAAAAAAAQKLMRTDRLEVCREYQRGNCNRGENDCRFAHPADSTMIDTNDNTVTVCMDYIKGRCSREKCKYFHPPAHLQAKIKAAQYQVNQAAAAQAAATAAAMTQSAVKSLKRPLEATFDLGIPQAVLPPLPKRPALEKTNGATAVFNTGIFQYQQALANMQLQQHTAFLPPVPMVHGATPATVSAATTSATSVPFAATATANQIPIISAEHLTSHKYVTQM
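His-tagged MBNL1 binding to biotinylated (CUG)12 RNA was measured by TR-FRET using terbium anti-His antibody (0.055 ng/ul final) and streptavidin-XL665 (5 nM final). Compounds were titrated 92 nM to 58 uM; 60 min at room temperature.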
Rab9 prom act: qHTS Assay for Rab9 Promoter Activators; Huh7 Rab9 promoter-luciferase reporter, luminescence, 24 h; Potency, µM (titrated, usually from 9.22 µM), for the others: top-dose activation, negative = inhibition, hits mostly activators; actives 2.8% (n = 320,000); AID 485297, 2010; note: % of control where 0% means no effect; nearly all actives have a fitted effect of over 60% in size
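Luciferase signal after 10 min detection reagent at ambient indicates Rab9 promoter upregulation; stably transfected Huh7 cells were treated 24 h with compound in DMSO at 37 °C, 5% CO2.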
FLuc modulator: qHTS profiling assay for firefly luciferase inhibitor/activator using purifed enzyme and Km concentrations of substrates (counterscreen for miR-21 project); Luciferin 4-monooxygenase (Photinus pyralis), P08659; purified FLuc, Km substrates, luminescence inhibition; Potency, µM (series often up to 57.5 µM), inactives show at the highest dose activity change, negative = inhibition, usual class: inhibitors; actives 6.9% (n = 360,000);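 note: plate controls were vehicle for no effect and reference inhibitor for full effect; nearly all actives have a fitted effect of over 55% in size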
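Purified P. pyralis luciferase, 10 nM final, with Km-level 10 uM D-luciferin and 10 uM ATP in 50 mM Tris acetate pH 7.5, 10 mM Mg acetate, 0.01% Tween-20, 0.05% BSA; 6-point qHTS titration about 60 µM downward; luminescence read.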
uPA surface inh: qHTS for Inhibitors of Cell Surface uPA Generation. cell surface uPA generation assay, qHTS. Potency, µM (top dose mostly 38.3 µM), for the others: at the top dose activity change, negative = inhibition, most hits filed as inhibitors. actives 0.31% (n = 330,000). AID 540303, 2011; active = well fitted inhibition curve with a large enough effect; inconclusive = small, poorly fitted or top-dose-only effect; inactive = no such curve, though single readings can be large or run the other way; tested in mouse RAW 264.7 cells; note: % is set by controls: 0 for no effect and ±100 for the full control effect; nearly all actives have a fitted effect of over 55% in size
VP16 counter: VP16 counterscreen qHTS for inhibitors of ROR gamma transcriptional activity; Drosophila S2 Gal4-VP16 UAS-luciferase, luminescence, 20 h; Potency, µM (doses to about 53.6 µM), for the others: top-dose activity, negative = inhibition, most hits filed as inhibitors; actives 3.5% (n = 310,000);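 note: Gal4-VP16 expression switched on by copper sulfate through the metallothionein promoter; % is set by controls: 0 for no effect and ±100 for the full control effect; nearly all actives have a fitted effect of over 50% in size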
p53 reactivator: qHTS assay for re-activators of p53 using a Luc reporter; H1299 p53-A138V BP100-luciferase reporter, luminescence, 24 h; Potency, µM (highest dose often 92.2 µM), for inactives: top-dose activity change, positive = activation, most hits filed as activators; actives 0.063% (n = 320,000); note: % of control where 0% means no effect; nearly all actives have a fitted effect of over 45% in size
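p53-null H1299 cells stably carrying temperature-sensitive p53-A138V and a BP100-luciferase reporter were pinned with compounds (4-point, 1:5 series) and held 24 hrs at 37 deg C. Luminescence was read 10 min after detection reagent.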
The depositor's hits bear a star; u = inconclusive; x = no result given; [ ] = remark or other dose. Unless noted, calls come from the whole dose curve; as a rule, active = well fitted curve in the direction sought with a large enough effect; inconclusive = small, poorly fitted or top-dose-only effect, or another doubt; inactive = no such curve, though single readings can be large; an effect the other way counts as inactive or inconclusive. Potency is the fitted concentration of half-maximal effect.

| entry | canonical_smiles | RORgamma inh | BRCA1 expr act | ELG1 genotoxic | NPC1 promoter act | MBNL1 CUG block | Rab9 prom act | FLuc modulator | uPA surface inh | VP16 counter | p53 reactivator |
| --- | --- | --- | --- | --- | --- | --- | --- | --- | --- | --- | --- |
| 1 | COc1ccc(CC(=O)OCC(=O)c2ccc(S(=O)(=O)N3CCCCC3)cc2)cc1 | x | -5% | 1% | 1% | x | 1% | 5% | -4% | x | -5% |
| 2 | O=S(=O)([N-]c1nc2ccccc2nc1-n1cc[n+](Cc2ccccc2)c1)c1ccc(Br)cc1 | -3% | -10% | u | 1% | -6% | -1% | -1% | 2% | -7% | 1% |
| 3 | COc1ccc(NC(=O)CC23CC4CC(C2)CC(n2nnc(C)n2)(C4)C3)cc1 | 22% | -22% | 2% | -3% | -3% | 20% | -2% | 2% | -1%[10 µM] | 0% |
| 4 | c1ccc(-c2ccncc2)nc1 | x | 7% | 3% | 2% | x | -5% | 1% | 4% | x | -2% |
| 5 | Cc1cc(N)n(-c2nc3ccccc3s2)n1 | 21% | 69% | -13% | -10% | -5% | -11% | -2% | u | 2% | -4% |
| 6 | Cc1ccc2c(c1)/C(=C/c1ccccc1C)C(=O)N2 | 37% | -68% | -3% | -2% | 6% | -22% | 0% | -2% | -3% | -5% |
| 7 | O=C1CC(Sc2cccs2)C(=O)N1c1ccccc1 (stereo not given) | 4.5µM* | 0% | -4% | 1% | -6% | 0% | -2% | -3% | 7.9µM* | 12% |
| 8 | COc1ccc(-c2nnc(SCC(=O)NC(C)C)n2CC2CCCO2)cc1OC (stereo not given) | -7% | 8% | -2% | 3% | 0% | -4% | -6% | -3% | -12% | -5% |
| 9 | CC(CO)N1CCS(=O)(=O)CC1 (stereo not given) | -25% | -8% | -1% | 0% | -1% | -2% | 5% | -1% | 1% | -9% |
| 10 | O=C1c2ccccc2[C@@H]2C[C@@H](O)[C@H](Nc3ccccc3Cl)CCN12 | x | 10% | -1% | x | x | x | x | -8% | x | 1% |
| 11 | Cc1nn(CCCC(=O)NCCc2ccccc2)c(=O)c2nccn12 | -8% | 52% | -1% | -2% | -5% | 2% | 3% | 12% | -17% | 15% |
| 12 | CCC(CC)NC(=O)Nc1ccc(C)cc1 | 11% | 0% | 1% | 9% | -13% | 12% | -10% | 2% | 3% | -1% |

Reformatted with one line to a screen: part of the list above
1	COc1ccc(CC(=O)OCC(=O)c2ccc(S(=O)(=O)N3CCCCC3)cc2)cc1
2	O=S(=O)([N-]c1nc2ccccc2nc1-n1cc[n+](Cc2ccccc2)c1)c1ccc(Br)cc1

| screen / no. | 1 | 2 |
| --- | --- | --- |
| RORgamma inh | x | -3% |
| BRCA1 expr act | -5% | -10% |
| ELG1 genotoxic | 1% | u |
| NPC1 promoter act | 1% | 1% |
| MBNL1 CUG block | x | -6% |
| Rab9 prom act | 1% | -1% |
| FLuc modulator | 5% | -1% |
| uPA surface inh | -4% | 2% |
| VP16 counter | x | -7% |
| p53 reactivator | -5% | 1% |

Five entries out of the list above, arranged by their value in Rab9 prom act, falling.
#	SMILES	RORgamma inh	BRCA1 expr act	NPC1 promoter act	MBNL1 CUG block	Rab9 prom act	uPA surface inh	p53 reactivator
11	Cc1nn(CCCC(=O)NCCc2ccccc2)c(=O)c2nccn12	-8%	52%	-2%	-5%	2%	12%	15%
1	COc1ccc(CC(=O)OCC(=O)c2ccc(S(=O)(=O)N3CCCCC3)cc2)cc1	x	-5%	1%	x	1%	-4%	-5%
4	c1ccc(-c2ccncc2)nc1	x	7%	2%	x	-5%	4%	-2%
5	Cc1cc(N)n(-c2nc3ccccc3s2)n1	21%	69%	-10%	-5%	-11%	u	-4%
6	Cc1ccc2c(c1)/C(=C/c1ccccc1C)C(=O)N2	37%	-68%	-2%	6%	-22%	-2%	-5%

Going on with the list.
| entry | canonical_smiles | RORgamma inh | BRCA1 expr act | ELG1 genotoxic | NPC1 promoter act | MBNL1 CUG block | Rab9 prom act | FLuc modulator | uPA surface inh | VP16 counter | p53 reactivator |
| --- | --- | --- | --- | --- | --- | --- | --- | --- | --- | --- | --- |
| 13 | Nc1nc(N)c2ncc(C(=O)CCc3ccccc3)nc2n1 | 6% | 0% | 0% | 0% | u | 2% | 7% | 1% | -18% | -2% |
| 14 | COC(=O)c1cccc(NC(=O)c2cccc(N3C(=O)CCC3=O)c2)c1 | x | 5% | 4% | 0% | x | -3% | -12% | -10% | x | -13% |
| 15 | CCCCn1ccnc1C(=O)c1ccc(S(=O)(=O)N2CCCC2)cc1 | 3% | 48% | -2% | -7% | 10% | 3% | -2% | -9% | 5% | 4% |
| 16 | Cc1cc(C)cc(N(CC(=O)NCc2ccco2)C(=O)c2snc(C(N)=O)c2N)c1 | -13% | -1% | -2% | -2% | u | -2% | 1% | 5% | -9% | -6% |
| 17 | NC(=O)CC(NC(=O)c1ccccc1)c1ccc(NC2CCCC2)c([N+](=O)[O-])c1 (stereo not given) | -5% | -18% | -1% | 1% | -2% | -17% | 2% | 0% | 4% | -3% |
| 18 | O=C(O)c1ccccc1C(=O)NC1Cc2ccccc2C1 | -3% | -6% | 0% | 2% | 2% | -2% | 0% | -1% | -15% | -1% |
| 19 | Cc1nnc(NCCc2ccccc2)[nH]c1=O | -21% | 0% | -2% | 0% | 12% | -2% | 6% | 3% | 0% | -3% |
| 20 | Cc1c(C(=O)OCC(=O)N(CCC#N)c2ccccc2)oc2c1ccc1ccccc12 | -12% | -53% | -9% | -3% | 0% | -1% | -4% | -7% | -8% | -3% |
| 21 | CCN1C(=O)/C(=C/c2cccs2)S/C1=N\S(=O)(=O)c1ccc(C)cc1 | 4% | 4% | 2% | -7% | u | -2% | 1% | 5% | -5% | -12% |
| 22 | CC(Cc1ccccn1)NC(=O)c1ccc(OC2CCN(CCc3ccccc3)CC2)cc1 (stereo not given) | x | 53% | u | 22% | -4% | 16% | u | -1% | x | x |
| 23 | CC(OC(=O)c1nc(Cl)ccc1Cl)C(=O)NC1CCCCC1C (stereo not given) | x | 0% | -3% | -11% | x | -3% | 6% | 8% | x | 2% |
| 24 | COc1ccc(Cl)cc1/C=C(\C#N)C(N)=O | -12% | -7% | 3% | -2% | -11% | 8% | 2% | u | 0% | -2% |

Remaining list, next part:
Below each compound: RORgamma inh, BRCA1 expr act, ELG1 genotoxic, NPC1 promoter act, MBNL1 CUG block, Rab9 prom act, FLuc modulator, uPA surface inh, VP16 counter, p53 reactivator
[25] CC(=O)Nc1ccc(S(=O)(=O)Nc2nccc(C3Cc4ccccc4C(=O)O3)n2)cc1 (stereo not given)
    -18%, 6%, x, x, 12%, x, -1%, -1%, 5%, x
[26] Cc1ccc(NC(=O)c2c(-c3ccccc3Cl)noc2C)nc1
    20%, -32%, -2%, -2%, x, 4%, 0%, 7%, 5%, -1%
[27] CCC(C)NC(=O)C1CCN(S(=O)(=O)c2ccc(OC)cc2)CC1 (stereo not given)
    19%, 6%, -1%, -4%, -1%, -11%, 9%, x, -3%, -8%
[28] c1ccc(OCCCN2CCCC2)cc1
    -90%, 5%, -3%, 0%, -17%, -4%, -1%, x, -1%, 0%
[29] CN(C)c1cccc(-c2nnc(SCCCC#N)o2)c1
    11µM*, u, u, 3.2µM*, -10%, 2.2µM*, 6.7µM*, -5%, u, -4%
[30] COc1ccc(NC(=O)COC(=O)C(CC(C)C)N2C(=O)C3CC=CCC3C2=O)cc1Cl (stereo not given)
    -3%, -1%, 1%, -5%, -12%, 3%, 5%, -10%, 22µM*, -5%
[31] COc1ccccc1N(CC(O)COc1ccc(C)cc1)S(=O)(=O)c1ccccc1 (stereo not given)
    u, -28%, -1%, 0%, -4%, 2%, 2%, 12%, -5%, -6%
[32] CCCn1c(SCC(=O)Nc2nc3c(s2)CCCC3)nc2c1c(=O)n(C)c(=O)n2C
    21%, 10%[1.84 µM], 0%, 12%, 9%, 9%, -1%, 4%, 3%, 0%
[33] COc1cccc(C2c3[nH]c4ccccc4c3CCN2Cc2cnn(C)c2)c1 (stereo not given)
    -1%, -32%, -2%, -4%, 8%, 2%, -5%, 4%, -4%, 0%
[34] CNS(=O)(=O)c1ccc(C(=O)NCC(=O)NCCc2ccc3c(c2)OCCO3)cc1
    x, -7%, -1%, 1%, x, -3%, 1%, -1%, x, 3%
[35] COc1ccc(NS(=O)(=O)c2c(F)cccc2F)cc1S(=O)(=O)N1CCOCC1
    x, 7%, 1%, 1%, x, -3%, x, 5%, x, 2%
[36] C=CCn1c(SCC(=O)NCc2ccco2)nc2ccccc2c1=O
    -20%, -18%, -2%, 1%, -1%, 1%, 0%, 2%, 2%, -1%
[37] Cc1cccc(CC(=O)N2CCOCC2)c1
    -22%, 1%, -6%, -2%, 0%, -7%, -1%, 9%, -5%, 2%
[38] CN1CCC(N(C)C(=O)c2ccc(Cl)c(S(=O)(=O)N3CCCCC3)c2)CC1
    x, -20%, -1%, 1%, x, -3%, -1%, -4%, x, -11%
[39] COc1cccc(NC(=O)CN(C)C(=O)C2CCN(C(=O)c3ccccc3C)CC2)c1
    x, 3%, -8%, -1%, x, 1%, 4%, 1%, x, 0%
